Compound activity from PubChem.
K1F lysis inhibition: inhibition of K1F phage lysis, E. coli UTI89, bacterial capsule biogenesis inhibitors, alamar blue (AID 488966) | E. coli UTI89 K1F phage lysis, alamar blue, 2 h; higher % means a stronger effect | inhibition, % at 100 µM; hits with a dose series show IC50 in µM | hit rate 0.02% among 340,000;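 active = phage lysis inhibition, versus mean bacterial control, above a set limit; inconclusive = no clear call, values can overlap the other calls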;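 note: capsule biogenesis inhibitors block K1F phage lysis so surviving cells raise fluorescence; higher fluorescence means more inhibition of phage lysis; actives were called in the ten point dose series up to 300 µM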
Myeloid diff 2: induction of myeloid progenitor differentiation, primary screen, cell-based, flow cytometry, MLPCN library | ER-HoxA9 myeloid progenitors, lysozyme-GFP differentiation | calls only at 10 µM | hit rate 1% among 360,000;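 active = normalized GFP-positive differentiation at or above the plate's own cutoff, the solvent-only control mean plus 3 SD; inconclusive = no clear call, values can overlap the other calls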;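 note: cells exposed to compound for four days before flow analysis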
Myeloid diff 2 GFP+ MAC1+ %: second read-out of Myeloid diff 2, no call of its own (marks repeat the call); GFP+ MAC1+ double positive, %; measured here: differentiation confirmed by MAC1 staining
Active calls of the source: *; i = inactive; ? = inconclusive; · = not tested or not shown; + = active, no number; & = joins results of further samples; [ ] = remark or other dose. A portion of the library. The share of hits here may be higher or lower than overall.

Order of results: K1F lysis inhibition | Myeloid diff 2 | Myeloid diff 2 GFP+ MAC1+ %
1: C[C@H](CO)N1C[C@H](C)[C@@H](CN(C)S(=O)(=O)c2ccc(F)cc2)Oc2c(NC(=O)NC3CCCCC3)cccc2C1=O
→ -0.8% | i | 0.7
2: COc1ccc(C(CNC(=O)COc2ccc(F)cc2Cl)N2CCOCC2)cc1 (stereo unspecified)
→ 1.3%[50 µM] | i | 0.2
3: O=[N+]([O-])c1ccc(OCn2cncn2)cc1
→ 0.5% | i | 1.3
4: CN(C)S(=O)(=O)c1cc(NC(=O)C2=COCCO2)ccc1Cl
→ 1.2%[50 µM] | i | 0.4
5: O=c1c2c([N+](=O)[O-])cc([N+](=O)[O-])cc2nc2ccccn12
→ 0.6% | i | 0.4
6: Cc1cccc(C)c1OCC(=O)NNC(=O)CCNC(=O)c1ccco1
→ 2.5%[50 µM] | i | 0.7
7: O=C(NCc1cccc(Br)c1)C1CC(c2ccccc2[N+](=O)[O-])=NO1 (stereo unspecified)
→ 0.9% | i | 0.3
8: CN(C(=O)COC(=O)c1ccccc1C(=O)c1ccccc1)c1ccccc1
→ 0.3%[50 µM] | i | 1.1
9: CCOC(=O)c1ccc(NC(=O)c2nc[nH]c2C(=O)NCCCCNC(=O)c2[nH]cnc2C(=O)Nc2ccc(C(=O)OCC)cc2)cc1
→ 0.0% | i | 0.6
10: O=C1c2ccccc2CN1C(CO)c1ccccc1 (stereo unspecified)
→ 0.2% | i | 0.7
11: COc1ccccc1NC(=O)c1ccccc1C(=O)N(C)Cc1ccccc1
→ -0.7% | i | 0.4
12: Cc1ccc(N(Cc2ccccc2)C(=O)c2cccc(S(=O)(=O)N3CCOCC3)c2)cc1
→ -0.5%[50 µM] | i | 0.8
13: CC12CCC(=O)N1C(C(=O)Nc1ccc(F)c(F)c1F)CS2 (stereo unspecified)
→ 0.6%[50 µM] | i | 1.0
14: CCOC(=O)c1sc2nc(C)nc(NCc3ccccc3OC)c2c1C
→ 0.7% | i | 0.4
15: CNC(=O)c1c(NC(=O)C2=COCCO2)sc2c1CCN(C(=O)OC)C2
→ 0.6%[50 µM] | i | 0.5
16: CSCCC(NC(=O)c1ccccc1Cl)C(=O)NCC(c1ccc(F)cc1)N1CCOCC1 (stereo unspecified)
→ 0.8%[50 µM] | i | 1.3
17: O=C(CN1CCN(c2ccccn2)CC1)Nc1ccc(Br)cc1
→ -0.1% | i | 0.5
18: CN(CC(=O)Nc1ccc(N2CCOCC2)cc1)C(=O)CCc1ccccc1Cl
→ 0.7%[50 µM] | i | 0.2
19: CC(C(C(=O)N1CCCCC1)N1CCCCC1)N1CCCCC1 (stereo unspecified)
→ 1.8% | i | 0.3
20: COc1ccc(CC(=O)NCCCc2ccccc2)cc1OC
→ 0.1% | i | 0.2
21: CCN1CCN(Cc2ccc(C(=O)Nc3ccc(C)c(NCc4cnc(NC(=O)OC)cn4)c3)cc2C(F)(F)F)CC1
→ 0.8% | i | 0.9&0.6
22: CN1OC[C@@H]2CN[C@H](c3cccc(-c4ccc(C#N)cc4)c3)C[C@@H]21
→ 1.3% | i | 0.0
23: CC1CCN(C(=O)CSc2nnc3ccccn23)CC1
→ 0.4%[50 µM] | i | 0.2
24: O=C1CCCc2c1ccc1ccccc21
→ 3.2% | i | 0.5
25: CC(OC(=O)c1ccc(O)cc1)C(=O)Nc1ccc(Oc2ccccc2)cc1 (stereo unspecified)
→ 2.2% | i | 0.8
26: CC(=O)Nc1ccc(NC(=O)C(=O)NCC(c2ccco2)N2CCc3ccccc32)cc1 (stereo unspecified)
→ -2.4% | i | 1.1
27: CN(C(=O)c1ccc(S(=O)(=O)N2CCOCC2)cc1)C1CCS(=O)(=O)C1 (stereo unspecified)
→ 0.9%[50 µM] | i | 0.6
28: Cc1ccnc2nc(C(=O)OCC(=O)N(CC(C)C)C3CCS(=O)(=O)C3)nn12 (stereo unspecified)
→ 0.8%[50 µM] | i | 1.2
29: CCN(c1ccccc1)S(=O)(=O)c1c(C)noc1C
→ 0.6%[50 µM] | i | 1.1
30: O=C(COC(=O)c1cc([N+](=O)[O-])ccc1Cl)NCCc1ccccc1
→ 0.2%[50 µM] | i | 0.2
31: Cc1cccc(C(=O)OCC(=O)NC2CCCCCCC2)c1
→ 1.0%[50 µM] | i | 0.0
32: O=C(COc1ccc(Cl)cc1Br)Nc1cccc(S(=O)(=O)N2CCCC2)c1
→ 2.9%[50 µM] | i | 1.4
33: OCCOCCn1c(C(CO)Nc2nc(-c3cccc(Br)c3)cs2)nc2ccccc21 (stereo unspecified)
→ -0.2% | i | 0.4
34: CC(C)NC(=O)NC(=O)CSc1ccc(S(=O)(=O)N2CCCC2)cn1
→ -0.1%[50 µM] | i | 0.6
35: CCc1cc(Cn2nc(-c3ccccc3)cc2C(=O)NCc2cccc(Br)c2)on1
→ -1.1% | i | 1.6
36: CC1(C)Cc2cccc(OCC(=O)NCc3ccccc3F)c2O1
→ 1.1%[50 µM] | i | 0.9
37: Cc1sc2ncnc(N3CCN(S(=O)(=O)c4ccc(C(C)(C)C)cc4)CC3)c2c1C
→ 0.3%[50 µM] | i | 1.2
38: COC(=O)c1sccc1NC(=O)c1ccc(C)cc1
→ 0.3% | i | 0.7
39: CCOc1ccc(S(=O)(=O)NCCC(=O)NC2CCCCC2)cc1
→ 1.0%[50 µM] | i | 0.7
40: COc1ccccc1N1CCN(CCCN2C(=O)C3CCCCN3C2=O)CC1 (stereo unspecified)
→ -1.4% | i | 0.6
41: COc1ccc(-c2oc3ccc(-c4ccc(OC)nc4)cc3c2C#CC2(O)CCCCC2)cc1
→ 0.1% | i | 1.3
42: COc1ccc(C(=O)NCC(c2ccc3c(c2)OCO3)N2CCN(c3ccc(OC)cc3)CC2)cc1 (stereo unspecified)
→ 1.2%[50 µM] | i | 1.0
43: CC(c1nnc(SCC(=O)N(C)C2CCS(=O)(=O)C2)n1-c1ccccc1)N(C)C (stereo unspecified)
→ 0.7%[50 µM] | i | 1.2
44: COc1ccccc1CCC(=O)OCC(=O)Nc1cccc(S(=O)(=O)N2CCOCC2)c1
→ 1.2%[50 µM] | i | 1.1
45: CCCn1c(N)c(N(CCOC)C(=O)CSc2cc(C)c3cccc(C)c3n2)c(=O)[nH]c1=O
→ 0.5%[50 µM] | i | 1.2
46: C[C@H](CO)N1C[C@H](C)[C@@H](CN(C)C(=O)Nc2ccc(C(F)(F)F)cc2)Oc2ccc(NS(=O)(=O)c3cn(C)cn3)cc2C1=O
→ 0.3% | + | 3.4*
47: COc1cc(C(=O)NCc2cn3ccsc3n2)cc(OC)c1OC
→ 0.6% | i | 7.1
48: Cc1ccc(NC(=O)CSc2nnc(COc3ccccc3F)n2N)cc1S(=O)(=O)N1CCOCC1
→ 0.0%[50 µM] | i | 1.1
49: COc1cccc(CC(=O)OC(C)C(=O)NCc2ccc3c(c2)OCO3)c1 (stereo unspecified)
→ 1.7%[50 µM] | i | 0.3
50: CCCCN(C(=O)c1cc2c(s1)CCC2)c1c(N)n(CCCC)c(=O)[nH]c1=O
→ 0.3%[50 µM] | i | 1.0
51: COc1ccc(C(=O)OCC(=O)c2ccc(Cl)s2)c(OC)c1OC
→ 0.5%[50 µM] | i | 0.6
52: CSc1ccc(C(=O)Nc2cc(S(=O)(=O)N3CCOCC3)ccc2N2CCOCC2)cc1[N+](=O)[O-]
→ 1.2%[50 µM] | i | 0.9
53: COCCN(Cc1ccccc1)C(=O)C1CCN(C(=O)Nc2ccccc2)CC1
→ 0.6%[50 µM] | i | 1.0
54: CC(=O)c1ccc(NC(=O)CSc2nnc(C3CC3)n2C2CC2)cc1
→ -0.2% | i | 0.5
55: O=C(NC(=O)c1ccccc1)C1=C(N2CCCC2)COC1=O
→ 2.3% | i | 0.5
56: CCN(CC)C(=O)c1[nH]cnc1C(=O)NCc1ccc(CNC(=O)OC(C)(C)C)cc1
→ 1.1% | i | 0.4
57: COc1ccc(C)cc1NC(=O)c1ccc(CN2CCc3ccccc3C2)cc1
→ 1.2% | i | 0.4
58: CCN(C(=O)CCN1C(=O)c2ccccc2S1(=O)=O)c1ccccc1
→ -2.1% | i | 1.9
59: CC12CCC(=O)N1C(C(=O)Nc1nc(-c3ccc(F)cc3)cs1)CS2 (stereo unspecified)
→ 0.8%[50 µM] | i | 0.7
60: CCN(C(=O)CSc1ncnc2c1cnn2-c1ccccc1)C1CCS(=O)(=O)C1 (stereo unspecified)
→ 1.2%[50 µM] | i | 0.4

(next part)
Order of results: K1F lysis inhibition | Myeloid diff 2 | Myeloid diff 2 GFP+ MAC1+ %
61: O=C(c1cc(-c2ccccc2Cl)nc2ccccc12)N1CCN(c2ccccc2O)CC1
→ -0.4%[50 µM] | i | 0.9
62: CC(=O)c1ccc(NS(=O)(=O)c2ccc([N+](=O)[O-])cc2)cc1
→ 1.5% | i | 1.0
63: Cc1ccc(S(=O)(=O)N2CCCCC2)cc1C(=O)N(CCc1ccccc1)Cc1ccccc1
→ -0.2%[50 µM] | i | 1.3
64: CCN(CC)S(=O)(=O)c1ccc(/C=C/C(=O)OCC(=O)NC(=O)C2COc3ccccc3O2)cc1 (stereo unspecified)
→ -3.6% | i | 0.7
65: Cc1cc([N+](=O)[O-])nn1CC(=O)N(C)C1CCCCC1
→ 0.4% | i | 1.7
66: COc1cccc(OC)c1OCCNCC1CSc2ccccc2O1 (stereo unspecified)
→ 7.2% | i | 8.1
67: Brc1ccc2ncc3ccccc3c2c1
→ -2.3% | i | 0.4
68: CC(C)CC1(C)CNC(=O)NC1
→ -0.1% | i | 1.0
69: O=C1CN(C(=O)COC(=O)CCC(=O)c2ccc(F)cc2)c2ccccc2N1
→ 0.3%[50 µM] | i | 3.1
70: COc1ccccc1Nc1nc(-c2cccnc2)cs1
→ -0.9% | i | 0.0
71: Cc1ccccc1OCC(=O)OCC(=O)Nc1cc(S(=O)(=O)N2CCCCC2)ccc1Cl
→ 0.3%[50 µM] | i | 0.9
72: COc1ccc(C(=O)c2ccc(Br)cc2)c2ccccc12
→ 0.1% | i | 1.1
73: CCNc1nc(NCC)n2c(SCC(=O)Nc3c(C)cccc3C)nnc2n1
→ 1.6%[50 µM] | i | 1.2
74: Cn1nc(C(=O)OCC(=O)Nc2ccc(F)cc2Cl)c2ccccc2c1=O
→ 0.5% | i | 0.8
75: Cc1ccc(-n2nnnc2CNC(=O)C2CC(=O)N(c3ccc(F)cc3)C2)cc1C (stereo unspecified)
→ -1.3% | i | 0.8
76: CC(C(=O)Nc1ccc(S(=O)(=O)N2CCCC2)cc1)N1CCN(c2ccccc2O)CC1 (stereo unspecified)
→ -0.1%[50 µM] | i | 0.3
77: Cc1ccc(S(=O)(=O)N[C@H](C(=O)NC2CCC(C)CC2)C(C)C)cc1 (stereo partly specified)
→ -0.1%[50 µM] | i | 0.5
78: O=C(Nc1cccc(C(=O)N2CCCC2)c1)C1CCCCC1
→ 0.2% | i | 1.3
79: CCOc1cc2c(cc1O)C(=NO)CC1C2CCC2(C)C(O)CCC12 (stereo unspecified)
→ 2.4% | ? | ·
80: COc1cc(NCC(=O)Nc2cccc(S(=O)(=O)N3CCCCC3)c2)cc(OC)c1OC
→ 0.7%[50 µM] | + | 2.2*
81: COc1ccccc1N(C)S(=O)(=O)c1ccc(Cl)c(C(=O)NCc2ccco2)c1
→ -2.3% | i | 1.2
82: Cc1ccccc1OCC(=O)OCC(=O)NCc1ccccc1Cl
→ -0.2%[50 µM] | i | 0.4
83: c1ccc(CCNc2ccc3c(c2)Cc2ccccc2-3)nc1
→ -2.6% | i | 0.9
84: Cn1c2ccccc2c(=O)c2ccc(C#Cc3ccc(N)cc3)cc21
→ 0.5% | i | 3.2
85: CC(C)N(C(=O)[C@H]1C[C@H](CC(=O)NCCC2=CCCCC2)C(=O)N2CCc3c([nH]c4cc(-c5ccco5)ccc34)[C@]12C)C(C)C
→ -0.1% | i | 0.9
86: COc1ccccc1Nc1nnc(SCC(=O)NC2CCCC2)s1
→ 0.7%[50 µM] | i | 0.4
87: O=C(CN1CCN(S(=O)(=O)c2ccccc2)CC1)N1CCCCC1
→ 1.1%[50 µM] | i | 0.5
88: COc1ccccc1NC(=O)c1ccc(S(=O)(=O)N(C)c2ccccc2OC)cc1
→ -0.4%[50 µM] | i | 1.2
89: CCCC(CNC(=O)COC(=O)C1=NNC(=O)CC1)c1ccc(Cl)cc1Cl (stereo unspecified)
→ -0.3% | i | 0.5
90: COCCCNc1nc2ccccc2nc1NS(=O)(=O)c1ccc(F)cc1
→ 0.2% | i | 0.5
91: C=CC[C@@H](Cc1ccc(F)cc1)C(=O)OC[C@H]1CCCN1C(=O)[C@@H](CC=C)CC(=O)N[C@H](CO)Cc1ccccc1
→ -2.0% | i | 0.2
92: c1ccc(Nc2nnc(-c3cccnc3)s2)cc1
→ 0.2% | i | 0.1
93: CC(C)CN(C(=O)COC(=O)COc1ccc2c(c1)CCC2)c1c(N)n(Cc2ccccc2)c(=O)[nH]c1=O
→ 1.3%[50 µM] | i | 1.0
94: COc1ccc(S(=O)(=O)N2CCOCC2)cc1NC(=O)Cc1c(F)cccc1Cl
→ 0.3%[50 µM] | i | 0.3
95: CC(C)Oc1ccc(S(=O)(=O)N2CCOCC2)cc1NC(=O)CN1C(=O)c2ccccc2C1=O
→ 0.2%[50 µM] | i | 0.6
